ER stress surv = ER stress cell death inhibition. CSM14.1 thapsigargin ER stress survival, ATP luminescence. relative survival (cellular ATP), % at 15 µg/mL (by protocol). 48,000 tested, 0.33% active;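 active = survival measured by cellular ATP above 50% at 15 µg/ml in the first screen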;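 note: cell death triggered by about 15 µM thapsigargin; ATP read 24 h after thapsigargin was added; plate controls were thapsigargin with DMSO for no effect and DMSO without thapsigargin for full effect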
* marks the source's active call; other numbers are inactive results. Not all compounds are listed (hit frequency here may not be typical).

Compound	ER stress surv
COc1cc(C2CC(=O)Nc3c2ccc2ccccc32)cc(OC)c1OC(C)=O (stereo not drawn)	-2
COc1ccc(OCC(=O)NC2CC(C)(C)NC(C)(C)C2)cc1	9
COc1ccc2c(c1)-c1c(ssc1=S)C(C)(C)N2C(=O)CSc1nc(C)cc(C)n1	1
O=S(=O)(N/N=C/c1ccc(O)cc1)c1ccc(Cl)cc1	-5
Cc1ccc(NC(=O)C(=O)NCc2ccccc2Cl)c(C)c1	8
CCOC(=O)Cc1csc(NC(=O)c2ccc(N3CCOCC3)c([N+](=O)[O-])c2)n1	-1
O=[N+]([O-])c1cccc(N=Cc2nc(-c3ccccc3)oc2O)c1	10
O=C(O)CCCCCCCCCCN1C(=O)/C(=C/c2ccc(Br)cc2)SC1=S	8
COc1ccc(C2/C(=C(/O)c3ccccc3)C(=O)C(=O)N2CC2CCCO2)cc1 (stereo not drawn)	8
Cc1ccc(N2C(=O)NC(=O)/C(=C/c3ccc(C)c([N+](=O)[O-])c3)C2=O)cc1	7
COc1ccc(C2CC(C(F)(F)F)n3nc(C(=O)NCCN4CCOCC4)cc3N2)cc1 (stereo not drawn)	2
C(=N/N1CCN(c2ccccc2)CC1)/c1ccncc1	12
CN1C(=O)/C(=C2\SC(=S)N(C3CCCCC3)C2=O)c2ccccc21	8
C#CCOc1ccc(C2C(C(=O)OC)=C(C)NC3=C2C(=O)c2ccccc23)cc1 (stereo not drawn)	0
O=C(Nc1ccc(S(=O)(=O)N2CCCCCC2)cc1)c1cccc([N+](=O)[O-])c1	3
O=C(Nc1ccc(N2CCOCC2)cc1)c1ccc(-c2cccc(Cl)c2)o1	5
Cc1cccc(N2CC(=O)N/C2=N\c2nc(C)cc(C)n2)c1	-1
CC12CC3(C)CC(C)(C1)CC(C(=O)NCCO)(C2)C3	-7
S=C(NC1CCCCC1)NC(c1ccccc1)(c1ccccc1)c1ccccc1	4
O=C(Nc1cccc(NC(=O)c2cccc(Cl)c2)c1)c1ccc([N+](=O)[O-])cc1	6
CC(=O)Oc1ccc(Cl)cc1N1C(=O)c2ccc([N+](=O)[O-])cc2C1=O	2
CC(=O)Nc1cc(-c2ccc(F)cc2)[nH]n1	-5
Cc1ccc2cc(C3=C/C(=C/c4ccc([N+](=O)[O-])o4)C(=O)O3)ccc2c1	10
COC(=O)c1ccc(/C=N/NC(=O)CC2=NNC(=O)C2)cc1	7
O=C(NN1C(=O)c2ccccc2C1=O)c1ccc2c(c1)C(=O)N(c1ccc(Sc3ccc([N+](=O)[O-])cc3)cc1)C2=O	9
C=CCC1(C#N)C(=S)NC2=C(C(=O)CC(C)(C)C2)C1C (stereo not drawn)	-4
CCOC(=O)c1[nH]c(=O)[nH]c1CSC1=NC(=O)C(c2ccccc2)C(=O)N1 (stereo not drawn)	9
CCOc1cc(/C=C2\SC(=S)NC2=O)ccc1OC(C)=O	6
COc1ccccc1N(CC(=O)Nc1c(C)cccc1C)S(=O)(=O)c1ccccc1	3
Cc1ccccc1C(=O)Nc1cccc(NC(=O)c2ccc(-c3ccc(Br)cc3)o2)c1	6
COc1cc(OC)cc(C(=O)Nc2ccc(Br)c(C)c2)c1	2
CS(=O)(=O)N(CC(=O)Nc1ccc(Oc2ccccc2)cc1)c1ccccc1	4
C=CCN1C(=O)c2ccccc2C1(O)c1ccc(F)cc1 (stereo not drawn)	-1
Cc1ccccc1NC(=O)c1ccco1	-2
CCOC(=O)c1c(NC(=O)CSc2nnc(C)c(=O)[nH]2)sc2c1CCCC2	6
O=C(CCNC(=O)OCc1ccccc1)Oc1cc2oc(=O)cc(-c3ccccc3)c2cc1Cl	-4
COC(=O)c1c(N)sc(C)c1-c1ccc(Cl)cc1Cl	10
O=C(c1nc2nc(-c3ccccc3)cc(C(F)(F)F)n2n1)N1CCN(Cc2ccccc2)CC1	7
COc1ccc(Cc2c(O)nc(SC)n(-c3ccccc3)c2=O)cc1	-2
CCN(CC)CCSc1nc(O)c(-c2ccccc2)c(=O)[nH]1	-1
CCCCCC(=O)N/N=C(/C)c1cccs1	-11
Cc1ccnc(NS(=O)(=O)c2ccc(N)cc2)c1	3
CC1=CC(=O)C=C/C1=N\S(=O)(=O)c1ccc(C)cc1	-5
COC(=O)CSc1nc(N)c(C#N)c(-c2ccc(O)cc2)c1C#N	0
Cc1c(C(=O)NCCC(C)C)cccc1[N+](=O)[O-]	1
COc1cc2nc(CCCOc3ccc(Cl)cc3Cl)oc(=O)c2cc1OC	6
CC1=C(C(=O)OCCc2ccccc2)C(c2ccccc2[N+](=O)[O-])NC(=O)N1C (stereo not drawn)	11
CN1C(=O)/C(=C2\SC(=S)N(NC(=O)c3cccnc3)C2=O)c2ccccc21	0
Cc1ccccc1OCC(=O)N/N=C/c1ccc(O)cc1O	13
N#Cc1c(-c2ccc(Br)cc2)cc(-c2ccco2)c(C#N)c1N	-4
COc1ccc(-c2cc(-c3ccc(OC)c(OC)c3)n[nH]2)c(O)c1	-1
O=C(Nc1nccs1)c1cc(-c2ccc(Cl)s2)nc2ccccc12	8
COc1cccc(/C=C2\SC(=S)N(Cc3ccccc3)C2=O)c1O	7
Cc1ccc(-n2c(C)cc(/C=N/NC(=O)c3ccncc3)c2C)c(C)c1	0
COCCOC(=O)c1ccc(NC(=O)COc2cc(C)ccc2C(C)C)cc1	11
O=[N+]([O-])c1ccccc1-c1ccc(/C=C/c2ccc3ccccc3n2)o1	1
Cn1c(O)c(N=NS(=O)(=O)c2ccccc2)c2ccccc21	0
O=C(CCCC(=O)Nc1nc2ccccc2s1)Nc1nc2ccccc2s1	4
O=C1CS/C(=N\N=C\c2cccc(Br)c2)N1	14
S=C(c1ccc(-c2cccc(Cl)c2Cl)o1)N1CCN(c2ccccc2)CC1	-1

Continued:
Compound	ER stress surv
COc1ccc(C(=O)CSc2nc(C)cc(C)n2)cc1[N+](=O)[O-]	4
O=C1/C(=C/C=C/c2ccccc2)SC(=S)N1Cc1ccco1	0
O=C(Nc1ccc(S(=O)(=O)Nc2ncccn2)cc1)c1cncc(Br)c1	-2
O=[N+]([O-])c1cccc(S(=O)(=O)NCCc2ccccc2)c1	-3
CC(=O)Nc1ccc2[nH]c(C)cc(=O)c2c1	-1
COc1ccccc1NC(=S)NC(NC(=O)c1cc(OC)c(OC)c(OC)c1)C(Cl)(Cl)Cl (stereo not drawn)	6
Cc1ccccc1CNC(=O)c1ccc(N(Cc2ccccc2)S(C)(=O)=O)cc1	8
O=C(NCC1CCCO1)c1ccc(Br)cc1 (stereo not drawn)	8
COC(=O)C1=C(C)NC(C)=C(C(=O)OC)C1c1cccc(Br)c1	2
COc1cc(/C=C2\C(=O)NC(=O)N(c3cccc(C)c3)C2=O)c([N+](=O)[O-])cc1OC	2
CCN(CC)CCCCCOc1cccc2ccccc12	-27
O=C(NCCN1CCOCC1)Nc1ccc(Cl)cc1	-4
Cc1onc(-c2c(F)cccc2Cl)c1C(=O)N1CCN(c2ccccn2)CC1	3
Cc1cnc(NC(=O)c2ccc(Cl)cc2Cl)s1	-11
CCSC1=C(C#N)C(c2ccc(O)cc2)C(C(=O)Nc2ccccc2)=C(C)N1 (stereo not drawn)	4
O=C1c2ccccc2C(=O)c2c1c(Cl)c(Cl)c(Cl)c2N1CCCC1	-1
Cc1ccc(N2C(=O)CC(NCCc3ccccc3Cl)C2=O)cc1 (stereo not drawn)	5
COc1ccc(/C=C/C(=O)Nc2ccc(NC(=O)c3ccco3)c(OC)c2)cc1	-2
Cc1ccccc1NC(=O)c1c(NC(=O)c2ccccc2Br)sc2c1CCCCC2	-1
CCOC(=O)COc1c(Cl)cc(/C=C2\C(=O)NC(=O)N(c3ccc(Cl)cc3)C2=O)cc1Cl	14
COc1ccc(NC(=O)c2c(NC(=O)Cc3ccccc3)sc3c2CCC(C)C3)cc1 (stereo not drawn)	10
CCCCOc1ccc(C(=O)N2CCN(c3ccc(Cl)cc3)CC2)cc1	1
O=C(CCCC(=O)OCC(F)(F)C(F)F)Nc1ccc(NC(=O)CCCC(=O)OCC(F)(F)C(F)F)cc1	10
O=C(NN=C1CCCCCC1)c1ccc(Cl)c(Cl)c1	-11
CCOc1cccc(-c2cc(C(=O)NCCCN3CCOCC3)c3ccccc3n2)c1	-3
Cc1ccc(N2CC(C(=O)Nc3ccc(Cl)cc3)CC2=O)cc1 (stereo not drawn)	1
C=CCOc1ccc2oc(=O)cc(C)c2c1	3
CC(=O)C1=C(O)C(=O)N(CC2CCCO2)C1c1cccc([N+](=O)[O-])c1 (stereo not drawn)	0
O=C1C(=O)N(Cc2ccccc2)C(c2ccc(Cl)cc2)/C1=C(/O)c1ccccc1 (stereo not drawn)	2
COc1ccc(C(=O)N2CCN(C3CCCC3)CC2)cc1OC	-1
O=C1NN(c2ccccc2)C(=O)/C1=C/c1ccc(-c2ccccc2[N+](=O)[O-])o1	5
COC(=O)C1=C(C)N(C)C(=O)NC1c1cccc(O)c1 (stereo not drawn)	4
CC1(C)Cc2ccccc2C(NN=C2CCCC2)=N1	1
CC1=CC(C)C(C(=O)O)C(C(=O)Nc2cccnc2)C1 (stereo not drawn)	14
O=C(Cc1ccc(Cl)cc1)Nc1cc(C(=O)O)cc(C(=O)O)c1	0
CCc1cc(/C(O)=C/c2nc3ccccc3n2C)c(O)cc1OC(=O)C(C)(C)C	0
O=C(NNc1c(Cl)cc(Cl)cc1Cl)c1cccs1	8
O=P(CO)(Cc1ccccc1)Cc1ccccc1	3
COc1ccc(CCNS(=O)(=O)c2ccccc2[N+](=O)[O-])cc1	1
CN(C)c1ccc(/C=C2/SC(=O)N(c3ccccc3)C2=O)cc1	3
COc1cc(C=C2C(=O)NC(=O)NC2=O)cc(Cl)c1OCCOc1ccc(C)c(C)c1	1
O=C1c2cccc3cccc(c23)C(=O)N1CC1CCN(S(=O)(=O)c2ccccc2)CC1	1
COC(=O)c1c(-c2ccccc2Cl)csc1N	10
CS(=O)(=O)N(CC(=O)NCCNC(=O)CN(c1ccc(Cl)cc1)S(C)(=O)=O)c1ccc(Cl)cc1	2
COc1ccc(NC(=O)CC2CCC2)c(OC)c1	4
C/C(=N\NC(=O)C(O)c1ccccc1)c1cccc(NC(=O)c2ccco2)c1 (stereo not drawn)	3
COc1cc(/C=N/NC(=O)CN2CCOCC2)c([N+](=O)[O-])cc1OC	3
CC(C)CCN(CCC(C)C)C(CO)(CO)CO	-6
Cc1ccc(CN2CCN(/N=C/c3ccc(C)s3)CC2)cc1	7
O=C(O)c1ccc(/C=C2\SC(=O)N(c3ccc(F)cc3)C2=O)cc1	1
Cc1ccc(NC(=O)c2c(-c3ccccc3)noc2C)cc1Cl	11
O=C(O)/C=C/c1ccc(S(=O)(=O)NCc2cccnc2)cc1	0
O=C1/C(=C/c2ccc(Br)o2)SC(=S)N1c1cccc(C(F)(F)F)c1	14
Cc1cc(OCC(=O)Nc2cccc(I)c2)ccc1Br	2
Cc1nn(C2CCCCC2)c(N)c1C#N	3
O=c1ccc(=O)n(CN2CCOCC2)[nH]1	-12
CCCN1C(=O)c2ccccc2NC1c1ccc(Cl)cc1Cl (stereo not drawn)	0
O=C(COc1ccccc1[N+](=O)[O-])Nc1cc(-c2nc3ccccc3o2)ccc1Cl	1
COc1ccccc1CNC(=O)c1cccc(C)c1	12
CCOC(=O)c1c(C)nc2ccc(OC(F)(F)F)cc2c1-c1ccccc1	1

(next part)
Compound	ER stress surv
COc1ccc(-c2nn(-c3ccccc3)cc2/C=C2\N=C(c3ccccc3)OC2=O)cc1[N+](=O)[O-]	6
COc1ccc(C(=O)O/N=C(\N)c2cccc([N+](=O)[O-])c2)cc1OC	-2
O=C(/C=C1/Nc2ccccc2NC1=O)Nc1cccc(C(F)(F)F)c1	0
CCOc1ccc(NCCC(=O)c2cccs2)cc1	2
O=C(Oc1ccc(/C=c2/sc3nc4ccccc4n3c2=O)cc1)c1ccccc1[N+](=O)[O-]	5
CCOP(=O)(OCC)C(NC(=O)Nc1ccc(Cl)cc1)C(N)=O (stereo not drawn)	-3
O=c1c(-c2ccccc2)coc2c(CN3CCCCCC3)c(O)ccc12	1
COCCCN1C(=O)/C(=C\c2ccc(Cl)c(Cl)c2)C(C(=O)OC)=C1C	0
Cn1c2c(c(=O)[nH]c1=O)C(c1ccc(Cl)cc1)C1=C(N2)c2ccccc2C1=O (stereo not drawn)	4
CC(C)C(=O)Nc1cccc(S(=O)(=O)c2cccc(NC(=O)C(C)C)c2)c1	-3
COc1ccccc1NC(=O)COc1ccc(Br)cc1C(C)(C)C	3
O=C(O)C1(c2ccc3c(c2)OCCO3)CCCC1	0
O=C(/C=C/c1ccco1)Nc1cccc(Cl)c1Cl	-3
CCN(CC)c1ccc(N2C(=O)/C(=C/c3ccc4c(c3)OCO4)SC2=S)cc1	1
COc1cccc(NC2=NC3(CCCCC3)N=C(N)N2)c1	-5
CS(=O)(=O)N(CC(=O)O)c1ccc(Br)cc1	11
